# Compound activity deposited in PubChem by National Center for Advancing Translational Sciences (NCATS).
# RGS4 inh – Inhibitors of Regulator of G Protein Signaling (RGS) 4: qHTS. Transcreener GDP fluorescence polarization, RGS4-accelerated GTP hydrolysis. Potency, µM (titrated, usually from 114 µM), for the others: at the top dose activity change, negative = inhibition, most hits filed as inhibitors. 0.039% of 390,000 active. AID 504845, 2011; further: potency means the concentration at half of the fitted maximal effect; on the % scale 0 is the no-effect control and ±100 the full control effect; nearly all actives have a fitted effect of over 75% in size; some results filed as inactive show a strong effect at the top dose
# Target sequence (P49798 whole entry, looked up): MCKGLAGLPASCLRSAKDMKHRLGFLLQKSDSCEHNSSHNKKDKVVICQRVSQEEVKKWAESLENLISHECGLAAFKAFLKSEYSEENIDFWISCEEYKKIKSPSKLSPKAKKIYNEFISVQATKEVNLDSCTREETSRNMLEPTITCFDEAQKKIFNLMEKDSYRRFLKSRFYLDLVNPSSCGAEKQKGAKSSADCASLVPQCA
#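 MLSMR compounds (23 nl, pin-transferred) preincubated 10 min at room temperature with a 500nM (2x) first reagent, then RGS4 at 900nM (2x) plus Transcreener GDP mix added; fluorescence polarization (620/688 nm) read before and after 90 min at 30 °C.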
# rTrxR1 inhibitor – qHTS Assay for Inhibitors of Mammalian Selenoprotein Thioredoxin Reductase 1 (TrxR1): qHTS | 1% of 390,000 active | Thioredoxin reductase 1, cytoplasmic (Rattus norvegicus), O89049 | recombinant rTrxR1, NADPH fluorescence consumption, selenite substrate | Potency, µM (highest dose often 114 µM), without a hit: at the highest dose activity change, negative = inhibition, usual class: inhibitors; further: potency means the concentration at half of the fitted maximal effect; on the % scale 0 is the no-effect control and ±100 the full control effect; nearly all actives have a fitted effect of over 65% in size
#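 Rat TrxR1 (90 nM in the dispensed reagent) was pre-reduced with 400 uM NADPH for 5 min at room temperature, then incubated with compound for 15 min. After 400 uM selenite was added, NADPH fluorescence (Ex 340/Em 450 nm) was followed for 8 min.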
# LDHA block – qHTS assay for inhibitors of human lactate dehydrogenase; L-lactate dehydrogenase A chain (Homo sapiens), P00338; purified LDHA, NADH/diaphorase-resazurin fluorescence; active compounds read low; activity change, % (values are at about 110 or 230 µM); 0.15% of 480,000 active; in the data active means activity change below about -30%; inconclusive means mostly about -25% to -30%;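 further: plate controls were DMSO wells for no effect and wells without enzyme for full effect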
#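 Resorufin fluorescence (ex540/em590), read at 0 and 20 min after diaphorase/resazurin addition, reports the NADH left after a 5 min room-temperature reaction of 2 nM human LDH5 with 0.06 mM NADH and 0.2 mM pyruvate.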
# Vif-APOBEC3G blk – qHTS for Inhibitors of Vif-A3G Interactions: qHTS; DNA dC->dU-editing enzyme APOBEC-3G (Homo sapiens), Q9HC16; HeLa A3G-eYFP + Vif (tagged APOBEC3G with the HIV-1 protein that degrades it), YFP fluorescence, overnight; Potency, µM (top dose mostly 46.1 µM), without a hit: at the top dose activity, negative = active, usual class: inhibitors; 0.076% of 410,000 active; AID 602310, 2012;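 further: potency means the concentration at half of the fitted maximal effect; on the % scale 0 is the no-effect control and ±100 the full control effect; nearly all actives have a fitted effect of over 60% in size; hits raise eYFP signal because A3G escapes Vif-driven loss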
#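 HeLa cells stably expressing Vif and C-terminally eYFP-tagged A3G, seeded overnight at 37 deg C, then exposed to compound by pintool overnight at 37 deg C. Rise in yellow fluorescence (Ex 488/Em 500-530, Acumen) marks blocked Vif-driven A3G degradation.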
# TrxR1 substrate – qHTS Assay for Substrates of Mammalian Selenoprotein Thioredoxin Reductase 1 (TrxR1): qHTS | Potency, µM (highest dose often 114 µM), inactives show at the top dose activity change, negative = substrate turnover | 0.01% of 390,000 active | Thioredoxin reductase 1, cytoplasmic (Rattus norvegicus), O89049 | purified TrxR1 substrate turnover, NADPH consumption readout; further: potency means the concentration at half of the fitted maximal effect; on the % scale 0 is the no-effect control and ±100 the full control effect; nearly all actives have a fitted effect of over 50% in size
#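 Rat TrxR1, dispensed at 90 nM, was prereduced with 400 uM NADPH (final) for 5 min at ~22 deg C, then incubated with compound 15 min before 400 uM selenite. A first-read NADPH fluorescence drop versus no-compound background flagged substrates.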
# Vif-A3F inh – qHTS for Inhibitors of Vif-A3F Interactions: qHTS | 0.2% of 390,000 active | HeLa A3F-eYFP + Vif (tagged APOBEC3F with the HIV-1 protein that degrades it), YFP fluorescence increase | Potency, µM (top dose mostly 46.1 µM), for the others: at the top dose activity, negative = active | AID 602313, 2012; further: potency means the concentration at half of the fitted maximal effect; % of control where 0% means no effect; nearly all actives have a fitted effect of over 65% in size
#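 Fluorescence increase (Ex 488/Em 500-530) after overnight compound treatment at 37 deg C flags inhibition of Vif-driven A3F-eYFP loss in stable HeLa A3F-eYFP/Vif cells seeded overnight beforehand.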
# IDH1 R132H inh – qHTS for Inhibitors of mutant isocitrate dehydrogenase 1 (IDH1): qHTS. AID 602179, 2012. 0.093% of 390,000 active. IDH1-R132H enzyme, NADPH consumption, diaphorase/resazurin fluorescence. Isocitrate dehydrogenase [NADP] cytoplasmic (Homo sapiens), O75874. Potency, µM (doses to about 76.6 µM), for inactives: at the top dose activity change, negative = inhibition, actives largely listed as inhibitors; further: potency means the concentration at half of the fitted maximal effect; on the % scale 0 is the no-effect control and ±100 the full control effect; nearly all actives have a fitted effect of over 65% in size
#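 IDH1-R132H (0.5 ug/mL) preincubated 30 min with compound, then NADPH (0.016 mM) and alpha-KG (2 mM) added; 80 min at RT, pH 7.5. Remaining NADPH coupled via diaphorase/resazurin to fluorescence (540/590 nm); concentration-response curves normalized to no-enzyme control.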
# USP1 inh – Inhibitors of USP1/UAF1: Primary Screen; Ubiquitin carboxyl-terminal hydrolase 1 (Homo sapiens), O94782; recombinant USP1/UAF1, Ub-Rhodamine cleavage fluorescence; Potency, µM (doses to about 57.1 µM), inactives show at the highest dose activity change, negative = inhibition, hits mostly inhibitors; 0.23% of 390,000 active; further: potency means the concentration at half of the fitted maximal effect; on the % scale 0 is the no-effect control and ±100 the full control effect; nearly all actives have a fitted effect of over 60% in size; inactives centre near -12
# Target sequence (O94782 whole entry, looked up): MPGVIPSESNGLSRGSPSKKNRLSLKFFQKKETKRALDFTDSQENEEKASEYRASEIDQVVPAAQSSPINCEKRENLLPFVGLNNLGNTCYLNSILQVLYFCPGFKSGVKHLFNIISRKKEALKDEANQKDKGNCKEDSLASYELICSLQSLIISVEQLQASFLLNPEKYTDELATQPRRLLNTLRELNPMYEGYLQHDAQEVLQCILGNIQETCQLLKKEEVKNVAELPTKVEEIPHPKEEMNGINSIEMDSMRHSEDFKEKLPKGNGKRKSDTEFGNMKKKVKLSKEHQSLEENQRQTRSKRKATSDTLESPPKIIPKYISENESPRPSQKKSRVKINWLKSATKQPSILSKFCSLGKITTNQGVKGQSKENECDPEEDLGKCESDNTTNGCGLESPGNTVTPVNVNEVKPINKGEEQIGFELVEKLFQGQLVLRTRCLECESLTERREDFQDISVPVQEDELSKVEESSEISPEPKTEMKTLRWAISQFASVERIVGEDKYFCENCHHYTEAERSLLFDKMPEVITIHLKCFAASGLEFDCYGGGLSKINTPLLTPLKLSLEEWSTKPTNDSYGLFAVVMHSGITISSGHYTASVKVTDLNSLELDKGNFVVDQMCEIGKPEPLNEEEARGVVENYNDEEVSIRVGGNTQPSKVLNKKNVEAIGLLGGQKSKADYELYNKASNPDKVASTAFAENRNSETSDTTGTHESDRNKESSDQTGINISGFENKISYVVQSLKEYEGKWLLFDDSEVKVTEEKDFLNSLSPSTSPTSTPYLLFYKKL
#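 Step one: compound is pinned into 1nM USP1/UAF1 in HEPES pH 7.8 buffer with TCEP. Step two: 15 min room-temperature incubation. Step three: Ub-Rho (150nM final) starts cleavage, tracked by fluorescence over six one-minute reads.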
# GRP78 ERSR act – qHTS for Inducers of the Endoplasmic Reticulum Stress Response (ERSR) in Human Glioma: qHTS; U87-MG GRP78 promoter luciferase reporter, 16 h; Potency, µM, inactives show at the top dose activation, most hits filed as activators; 0.02% of 420,000 active; further: potency means the concentration at half of the fitted maximal effect; series mostly up to about 76 µM; % of control where 0% means no effect; nearly all actives have a fitted effect of over 35% in size
#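 ERSR induction read as luciferase luminescence (Bright-Glo, 10 min at room temperature) in stably transfected human U87-MG glioma cells exposed to compounds for 16 h, using GRP78 as sensor.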
# * marks the source's active call; other numbers are inactive results; u = inconclusive; x = not tested or not shown; [ ] = another dose, or the depositor's remark. Unless noted, the call rests on the fitted dose curve; in most records, active means well fitted curve in the direction sought with a large enough effect; inconclusive means small, poorly fitted or top-dose-only effect, or another doubt; inactive means no such curve, though single readings can be large; an effect the other way counts as inactive or inconclusive.
SMILES,RGS4 inh,rTrxR1 inhibitor,LDHA block,Vif-APOBEC3G blk,TrxR1 substrate,Vif-A3F inh,IDH1 R132H inh,USP1 inh,GRP78 ERSR act
CCC(C)NC(=O)c1ccc2c(c1)S(=O)(=O)c1ccccc1C2=O (stereo not drawn),2%,-6%,-3,-2%,-4%,4%,4%,-18%,-1%
Cc1ccccc1C(=O)Nc1cccc(-c2nnc(SCC(=O)O)n2C)c1,-10%,6%[57.1 µM],2,1%,5%[57.1 µM],-5%,0%,-21%,-3%
CCOC(=O)C1=C(Cn2cnc3ccccc32)NC(=O)NC1c1ccc(Cl)cc1 (stereo not drawn),-16%,4%,-4,0%,8%,6%,0%,-17%,-3%
Cn1c(SCC(=O)N2CCCC2)nc2c(c1=O)SCC2,x,x,-1,0%,x,1%,8%,-20%,-4%
COCCN(Cc1cc2cc(C)ccc2n2nnnc12)C(=S)Nc1cccc(C)c1,9%[56.9 µM],14%,-8,1%,-10%,3%,14%,-7%,0%
O=C(NCc1ccncc1)C1CCN(S(=O)(=O)c2ccccc2)CC1,21%,1%,-6,0%,-2%,-15%,11%,-10%,-4%
CCC(C(=O)NC1CCCC1)N(C(=O)Cn1nnc(-c2ccc(C)o2)n1)c1ccccc1OC (stereo not drawn),32%,18%,-6,1%,0%,2%,1%,-4%,-4%
Cn1c(CC(=O)Nc2cccc(Cl)c2Cl)nnc1SCC(=O)NC1=NCCS1,-9%,38%[activator][57.1 µM],-3,1%,-10%,9%,-3%,-2%,-4%
Cn1c(=O)c2c3c(sc2n2cnnc12)CCC3,-16%,0%,1,3%,-7%,1%,0%,-2%,-2%
COc1cccc(N2CN(CCc3ccccc3)CNC2=S)c1,-9%,-2%[57.1 µM],-9,0%,3%[57.1 µM],-14%,-1%,-18%,-2%
Cc1ccccc1/[N+]([O-])=C/c1ccncc1,-31%,-7%[57.1 µM],3,0%,-7%[57.1 µM],2%,-3%,6%,-1%
CCCCCCCc1c(O)nc(SCCN(C)C)[nH]c1=O,-7%,34%,-4,-1%,2%,2%,2%,-15%,0%
CC(=O)Nc1ccc(NC(=O)CN(C)S(=O)(=O)c2ccc3c(c2)CCC(=O)N3)cc1,12%,-15%,-6,2%,-9%,1%,-20%,-10%,-4%
Cc1ccc(C)c(C(=O)Nc2ccncc2)c1,-3%,8%[57.1 µM],-9,-3%,7%[57.1 µM],-33%,5%,-17%,-2%
CC1Cc2ccccc2N1C(=O)C1CCN(S(=O)(=O)Cc2ccccc2)CC1 (stereo not drawn),4%,6%,-3,0%,4%,x,0%,-17%,-4%

# Reformatted: eight of the compounds above.
# Each structure is followed by: RGS4 inh | rTrxR1 inhibitor | LDHA block | Vif-APOBEC3G blk | TrxR1 substrate | Vif-A3F inh | IDH1 R132H inh | USP1 inh | GRP78 ERSR act
> CCC(C)NC(=O)c1ccc2c(c1)S(=O)(=O)c1ccccc1C2=O (stereo not drawn)
 : 2% | -6% | -3 | -2% | -4% | 4% | 4% | -18% | -1%
> Cc1ccccc1C(=O)Nc1cccc(-c2nnc(SCC(=O)O)n2C)c1
 : -10% | 6%[57.1 µM] | 2 | 1% | 5%[57.1 µM] | -5% | 0% | -21% | -3%
> CCOC(=O)C1=C(Cn2cnc3ccccc32)NC(=O)NC1c1ccc(Cl)cc1 (stereo not drawn)
 : -16% | 4% | -4 | 0% | 8% | 6% | 0% | -17% | -3%
> Cn1c(SCC(=O)N2CCCC2)nc2c(c1=O)SCC2
 : x | x | -1 | 0% | x | 1% | 8% | -20% | -4%
> COCCN(Cc1cc2cc(C)ccc2n2nnnc12)C(=S)Nc1cccc(C)c1
 : 9%[56.9 µM] | 14% | -8 | 1% | -10% | 3% | 14% | -7% | 0%
> O=C(NCc1ccncc1)C1CCN(S(=O)(=O)c2ccccc2)CC1
 : 21% | 1% | -6 | 0% | -2% | -15% | 11% | -10% | -4%
> CCC(C(=O)NC1CCCC1)N(C(=O)Cn1nnc(-c2ccc(C)o2)n1)c1ccccc1OC (stereo not drawn)
 : 32% | 18% | -6 | 1% | 0% | 2% | 1% | -4% | -4%
> Cn1c(CC(=O)Nc2cccc(Cl)c2Cl)nnc1SCC(=O)NC1=NCCS1
 : -9% | 38%[activator][57.1 µM] | -3 | 1% | -10% | 9% | -3% | -2% | -4%

# Remaining list, next part.
SMILES,RGS4 inh,rTrxR1 inhibitor,LDHA block,Vif-APOBEC3G blk,TrxR1 substrate,Vif-A3F inh,IDH1 R132H inh,USP1 inh,GRP78 ERSR act
CC(=O)c1cccc(NC(=O)N2CCC(C(=O)c3ccc(F)cc3)CC2)c1,-14%,22%[57.1 µM],4,0%,11%[57.1 µM],u,-4%,-20%,0%
CC(NC(=O)Cc1ccccc1)c1ccc(F)cc1 (stereo not drawn),-13%,15%[57.1 µM],2,-2%,-21%[57.1 µM],12%,5%,-19%,-3%
Cc1ccc(NC(=O)NNc2cccc(Cl)n2)cc1,u,36%[57.1 µM],7,-2%,35%[57.1 µM],-9%,7%,-12%,-3%
COc1ccc(C(=O)OCCCOC(=O)c2ccc(OC)cc2OC)c(OC)c1,-2%,-10%,-3,1%,-11%,-9%,3%,-18%,-3%
Cc1cccnc1N1C(=O)c2ccc(C(=O)O)cc2C1=O,-11%,-14%,-13,1%,-6%,1%,0%,-18%,-3%
CCCCCn1c(=O)[nH]c2cc(C(=O)N3CCN(c4ccc(C(C)=O)cc4)CC3)ccc2c1=O,-10%,4%,-10,0%,-5%,-10%,-13%,-21%,-2%
Cc1nc(C)c(-c2csc(Nc3ccc(Cl)cn3)n2)s1,x,x,-3,-6%,x,-6%,-2%,-11%,2%
Cc1ccc(-n2nc3c(N4CCCC(C(=O)NCc5ccc(Cl)cc5)C4)nnc(C)c3c2C)cc1 (stereo not drawn),7%,20%,-10,-6%,5%,-14%,-8%,u,-2%
COc1ccc(NS(=O)(=O)c2cccc(C(=O)N3CCOCC3)c2)cc1,x,x,-5,0%,x,-4%,3%,2%,-2%
COc1cccc(C(C(=O)NC2CCCCC2)N(C(=O)c2csnn2)C2CC2)c1 (stereo not drawn),5%,9%,-1,2%,-1%,-20%,-7%,1%,-4%
O=C(Cc1cccs1)N(Cc1ccco1)C1(C(=O)NC2CCCC2)CCCCC1,30%,-5%,-11,0%,-11%,-5%,1%,-3%,-2%
O=C(O)c1cnn2c(C(F)(F)F)cc(-c3ccco3)nc12,-7%,u,1,-1%,-3%,-2%,0%,-12%,-2%
COc1cc(S(=O)(=O)n2nc(C)cc2C)c(OC)cc1Cl,3%,15%,-3,-2%,7%,-13%,0%,-12%,-1%
Cc1sc(NC(=O)c2ccccc2)c(C(c2ccccn2)N2CCN(CCO)CC2)c1C (stereo not drawn),3%,6%[57.1 µM],-4,2%,7%[57.1 µM],1%,0%,-12%,0%
Cc1ccc2nc(-c3ccc(SCC(=O)Nc4nc(C)cs4)nc3)[nH]c2c1,u,2%,-6,u,-5%,u,13%,-13%,5%
CCOC(=O)/C(=N\Nc1ccccc1Cl)N1CCN(C)CC1,-5%,-19%,-3,0%,-20%,1%,2%,-6%,-4%
C/C(=N\N=C(/N)SC1CC(=O)N(c2ccccc2)C1=O)c1cccs1 (stereo not drawn),15%,-2%,-12,-2%,-7%,-9%,-3%,u,-3%
CCCC(=O)N(Cc1cc(=O)[nH]c2ccccc12)c1cccc(C)c1,-15%,13%[57.1 µM],-5,-3%,9%[57.1 µM],-4%,-6%,-8%,1%
CCOc1cc(N2CCOCC2)c(OCC)cc1NC(=O)COC(=O)c1c(CC)noc1C,31%,43%[activator],8,1%,6%,-25%,2%,-5%,-3%
CCC(C)Nc1nc2c(c(=O)[nH]c(=O)n2C)n1CCOc1ccccc1 (stereo not drawn),-4%,-8%,0,0%,-11%,3%,0%,-14%,-6%
O=C(N/N=C/c1c[nH]c2ccccc12)C1CC1c1ccccc1 (stereo not drawn),16%,-5%,0,-6%,-12%,4%,6%,-14%,-4%
CCOC(=O)c1ccccc1NC(=O)COC(=O)CCCOc1ccccc1,15%,2%,-5,0%,-6%,4%,6%,-3%,-2%
O=C(NCCCc1ccccc1)C1CCN(C(=O)N2CCOc3ccc(Cl)cc32)CC1,8%,4%,-6,-1%,-4%,0%,-2%,6%,-5%
Cn1c(=N)n(CC(O)c2ccccc2)c2ccccc21 (stereo not drawn),-1%,26%,-2,1%,7%,x,2%,-13%,-6%

# This is a subset. The share of hits here may be higher or lower than overall.
